ABHD5-PLIN5 inh: ABHD5-PLIN5 protein interaction inhibition. Split G. princeps luciferase complementation, luminescence, 4 h. inhibition, % at 4 µM. hit rate 0.78% among 360,000;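 active means inhibition above the mean inhibition across every tested compound plus 3 SD, cut at about 22% in these data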;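 further: 0% = DMSO only wells and the 100% control is not disclosed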
Target sequence (Q00G26 whole entry, looked up): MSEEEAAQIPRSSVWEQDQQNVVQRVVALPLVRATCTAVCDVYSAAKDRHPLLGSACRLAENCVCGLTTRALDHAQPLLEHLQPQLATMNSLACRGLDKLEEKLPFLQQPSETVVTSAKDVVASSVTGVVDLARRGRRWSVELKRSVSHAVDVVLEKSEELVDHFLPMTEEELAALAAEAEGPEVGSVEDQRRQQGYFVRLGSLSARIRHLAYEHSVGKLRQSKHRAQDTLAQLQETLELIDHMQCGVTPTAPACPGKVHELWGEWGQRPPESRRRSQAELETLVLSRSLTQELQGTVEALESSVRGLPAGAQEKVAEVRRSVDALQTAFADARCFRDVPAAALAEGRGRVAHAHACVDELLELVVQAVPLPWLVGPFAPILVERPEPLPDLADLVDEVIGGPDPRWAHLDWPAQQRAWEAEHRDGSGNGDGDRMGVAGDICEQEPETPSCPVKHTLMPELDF
Target sequence (Q8WTS1 whole entry, looked up): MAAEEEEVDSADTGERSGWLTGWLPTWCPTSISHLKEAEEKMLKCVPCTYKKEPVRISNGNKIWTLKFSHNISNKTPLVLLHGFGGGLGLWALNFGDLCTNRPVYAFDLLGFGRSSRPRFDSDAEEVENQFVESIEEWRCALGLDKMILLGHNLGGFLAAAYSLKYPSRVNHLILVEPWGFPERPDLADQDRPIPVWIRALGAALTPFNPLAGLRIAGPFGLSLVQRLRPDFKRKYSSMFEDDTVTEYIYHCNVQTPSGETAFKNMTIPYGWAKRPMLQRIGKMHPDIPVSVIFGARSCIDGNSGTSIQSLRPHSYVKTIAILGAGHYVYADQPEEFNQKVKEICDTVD
TLR9-MyD88 block: blocks human TLR9 binding to MyD88; AID 504734; CHO BLA complementation TLR9-MyD88, CCF4 FRET ratio; inhibition, % at 4.98 µM; Q9NR96+Q99836; hit rate 0.21% among 340,000;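 active means inhibition above the mean over all tested compounds plus 3 SD, cut at about 21% in these data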;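 further: 0% = DMSO only wells and 100% = clavulanate BLA inhibitor control wells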
NCOA2 inhibitor: human SRC2 (NCOA2) inhibition. hit rate 0.17% among 370,000. Q15596. HEK293 GAL4-SRC2 luciferase reporter, luminescence. inhibition, % at 9 µM;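 active means inhibition above the mean inhibition of all tested compounds plus 3 SD, set per campaign, cut at about 52% in these data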;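 further: 0% = DMSO treated cells and 100% = cells given Gossypol at 36 µM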
SRC1 inh: inhibitors of human steroid receptor coactivator 1 (SRC1) | HEK293 GAL4-SRC1 luciferase reporter, luminescence | inhibition, % at 3.6 µM | hit rate 0.12% among 360,000 | AID 588354;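 active means inhibition above the campaign mean plus 3 SD, with each screening campaign given its own cutoff, cut at about 60% in these data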;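 further: 0% = DMSO treated cells and 100% = gossypol at 36 µM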
NCOA3 inh: inhibits human SRC3 coactivator. hit rate 0.17% among 360,000. inhibition, % at 3.6 µM. Q9Y6Q9. AID 588352. HEK293 GAL4-SRC3 luciferase reporter, luminescence;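 active means inhibition above a per-campaign cutoff, the mean of all compounds plus 3 SD, cut at about 60% in these data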;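 further: 0% = DMSO-treated cells and 100% = gossypol-treated cells at 36 µM; higher means less SRC3-driven luciferase light from the GAL4 reporter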
LRH-1 inv ag: inverse agonists of human LRH-1 (NR5A2); HEK293T StAR-luciferase reporter, LRH-1 transfected, 24 h; inhibition, % at 3.6 µM; hit rate 0.13% among 360,000;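 active means inhibition above the mean inhibition of all tested compounds plus 3 SD, cut at about 73% in these data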;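 further: 0% = DMSO wells and 100% = reporter-only cells lacking LRH-1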
COUP-TFII inh: inhibitors of human COUP-TFII (NR2F2) | HEK293T NGFI-A luciferase reporter, luminescence | inhibition, % at 8.6 µM | hit rate 0.7% among 370,000 | AID 686940;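 active means inhibition above a per-plate cutoff, mean inhibition of test wells between control levels plus 3 SD, cut at about 38% in these data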;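 further: cells cotransfected with COUP-TFII expression vector driving the NGFI-A reporter; 0% = median of COUP-TF2 test wells and 100% = reporter-only cells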
MC4R ag barr: activates human MC4R beta-arrestin recruitment; hit rate 0.98% among 360,000; P32245; U2OS MC4R beta-arrestin complementation, luminescence; percent of melanotan II response, DMSO zero; activation, % at 8.9 µM;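 active means activation above a per-plate cutoff, the mean activation of sample wells on that plate plus 3 SD, cut at about 8% in these data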
MC4R antagonist: blocks human MC4R cAMP signaling; MC4R-expressing cells, MTII-stimulated cAMP, LANCE TR-FRET; inhibition, % at 6.5 µM; hit rate 0.48% among 360,000;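 active means inhibition above its plate's cutoff, the mean of tested wells on that plate plus 3 SD, cut at about 29% in these data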;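 further: 0% = Melanotan II alone and 100% = Melanotan II plus saturating MCL0020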
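Material: U2OS-MC4R stable cell line | Reagent: Melanotan II challenge after compound preincubation | Doses: One concentration, 6.5 µM nominal | Incubation: 30-min compound preincubation, 1-h Melanotan II challenge, 1-h detection, room temperature | Signal: TR-FRET cAMP assay | Replicates: One well per compound, no replicates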
LMP1 NFkB inh: Epstein-Barr LMP1 NF-kappaB reporter inhibition | hit rate 0.69% among 350,000 | inhibition, % at 12.5 µM | LMP1-induced NF-kappaB luciferase reporter cells, luminescence; in the data active means inhibition above about 41%;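 further: 0% = neutral control wells and 100% = reference inhibitor control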
NOD2 RIPK2 PPI: NOD2-RIPK2 protein interaction inhibition. O43353. CHO BLA complementation NOD2-RIPK2, CCF4 ratio. inhibition, % at 4.98 µM. hit rate 0.38% among 360,000; in the data active means inhibition above about 21%;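 further: 0% = vehicle only and 100% = reference blocker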
The depositor's hits bear a star; . = no result given. The list is partial, so the mix of outcomes need not match the whole.

SMILES	ABHD5-PLIN5 inh	TLR9-MyD88 block	NCOA2 inhibitor	SRC1 inh	NCOA3 inh	LRH-1 inv ag	COUP-TFII inh	MC4R ag barr	MC4R antagonist	LMP1 NFkB inh	NOD2 RIPK2 PPI
COc1cccc(NC(=S)N(Cc2ccco2)C(C)c2ccco2)c1 (configuration not stated)	0	-10	-31	0	-1	1	-6	-1.7	2	4	-3
CC(C)(C)S(=O)(=O)c1c(C(=O)O)cccc1C(=O)O	0	3	-9	-18	13	0	2	-1.4	6	-2	0
Cc1ccc(NC(=O)COC(=O)c2ccc3c(c2)OCCO3)cc1	8	-1	-18	3	-20	-10	-5	-2.6	18	-3	-1
CCOC(=O)CNC(=O)N1CCCC(N(C)CCc2ccccc2)C1 (configuration not stated)	0	-9	15	6	-4	6	3	-1.1	-1	2	1
COc1cccc(NC(=S)NCc2cccnc2)c1	1	15	7	3	13	11	-11	0.8	9	-1	-4
O=C(Cc1ccc([N+](=O)[O-])cc1)OCc1c(F)cccc1Cl	4	3	-40	6	3	8	-5	-1.1	-8	2	-14
Cc1ccc(F)c(NC(=O)CCOc2ccccc2C)c1	7	-4	2	-27	-11	-7	8	-0.9	1	9	-10
O=C(NC(Nc1nc2ccc([N+](=O)[O-])cc2s1)(C(F)(F)F)C(F)(F)F)c1ccccc1	7	-1	-11	68*	77*	98*	74*	0.3	10	57*	16
COC(=O)c1sccc1NC(=O)CCC1CCCCC1	-2	-6	-21	-2	8	4	4	0.2	2	-1	-3
CCOC(=O)CNc1ncc(C(F)(F)F)cc1Cl	-3	5	-21	-15	-17	-42	7	-2.5	17	-7	14
COc1cc(/C=C/C(=O)O)cc(S(=O)(=O)NCCCC(=O)O)c1OC	-2	-5	-14	3	1	4	-26	-2.1	-1	-1	-9
COc1ccc(OC)c(C2C(C(N)=O)=C(C)Nc3nc(-c4cccc(Cl)c4)nn32)c1 (configuration not stated)	2	-5	13	0	12	2	-18	-2.6	5	2	-4
O=C(c1ccc(CS(=O)(=O)c2ccccc2)o1)N1CCOCC1	11	-4	-18	-14	10	7	-3	1.7	4	3	-24
CC(=O)Nc1ccc(S(=O)(=O)N2CCN(C(=O)c3ncoc3-c3ccccc3)CC2)cc1	1	-6	8	-11	0	-10	12	-0.1	-3	6	4
O=C(CC(C(=O)O)C1CCCO1)NCc1ccccc1 (configuration not stated)	0	-4	6	-14	-4	2	-3	-2.5	5	-3	1
Cc1cc(Cl)ccc1OCC(=O)OCC(=O)N1CCC(C(N)=O)CC1	4	-2	-12	-10	-9	-16	-4	0.2	12	-3	-4
O=C(NCc1ccccc1C(F)(F)F)C1CCC(=O)N(C2CC2)C1 (configuration not stated)	3	-3	9	4	-6	12	-5	-2.1	3	-2	-9
Cc1cc(-c2nnc3n2N=C(c2ccc(F)cc2)CS3)n[nH]1	0	4	9	-8	3	11	-19	1.2	-5	9	5
Cn1c(=O)n(C)c2cc(NC(=O)CCc3ccccc3)c(Br)cc21	8	0	-5	19	17	25	-4	0.9	7	-4	5
O=C1OCc2cc(NC(=O)C34CC5CC(CC(C5)C3)C4)ccc21	-2	6	2	-12	-33	5	-4	0.1	-3	-17	1
COc1ccc(Cl)cc1NC(=O)CSc1nc2ccsc2c(=O)n1CC1CCC(C(=O)O)CC1 (configuration not stated)	6	5	-12	-12	-2	-5	8	0.7	1	-2	2
OC(c1ccccc1)c1nc(-c2cccc(C(F)(F)F)c2)cs1 (configuration not stated)	-18	.	-38	-9	-42	-20	-9	9.5*	11	.	20
O=C1CC(c2ccccc2)Cc2nc3nc(C(F)(F)F)nn3cc21 (configuration not stated)	-8	12	10	0	-2	7	-11	-1.8	18	-16	-1
CCOC(=O)C1(C)C=C(Nc2cccc(OC)c2)C(=O)N1c1ccccc1 (configuration not stated)	4	-4	-10	-8	-3	4	-3	-1.4	12	-12	-2
O=C(COC(=O)c1cccnc1Cl)Nc1ccc2c(c1)OCCO2	-2	-3	-22	-19	0	-24	-4	3.1	5	4	2

A run of entries of the results above:
SMILES	ABHD5-PLIN5 inh	TLR9-MyD88 block	NCOA2 inhibitor	SRC1 inh	NCOA3 inh	LRH-1 inv ag	COUP-TFII inh	MC4R ag barr	MC4R antagonist	LMP1 NFkB inh	NOD2 RIPK2 PPI
CCOC(=O)C1(C)C=C(Nc2cccc(OC)c2)C(=O)N1c1ccccc1 (configuration not stated)	4	-4	-10	-8	-3	4	-3	-1.4	12	-12	-2
O=C(COC(=O)c1cccnc1Cl)Nc1ccc2c(c1)OCCO2	-2	-3	-22	-19	0	-24	-4	3.1	5	4	2

The list continues.
SMILES	ABHD5-PLIN5 inh	TLR9-MyD88 block	NCOA2 inhibitor	SRC1 inh	NCOA3 inh	LRH-1 inv ag	COUP-TFII inh	MC4R ag barr	MC4R antagonist	LMP1 NFkB inh	NOD2 RIPK2 PPI
CC(C)(C)c1cc(OS(C)(=O)=O)ccc1O	5	-5	-31	-6	7	-3	4	2.8	-8	7	3
O=C(Cn1c(NCCCCl)nc2ccccc21)c1ccccc1	-1	3	12	12	-1	6	-10	-1.9	0	4	-8
O=C(c1c(F)cccc1F)N(Cc1cccs1)C1CCCC1	5	-3	11	-4	3	1	8	-1.8	6	-2	5
CCOC(=O)N1CCN(c2c(N3CCc4ccccc4C3)c(=O)c2=O)CC1	1	-1	-8	-1	-17	-8	2	-0.1	13	-5	14
O=c1ccc(-c2ccccc2)nn1Cc1ccc(F)cc1Cl	1	-1	6	16	10	14	6	5.2	5	-4	20
Cc1c(C(=O)NC2CCCCC2C)oc2ccccc12 (configuration not stated)	-1	7	-36	2	-8	-14	-1	-1.3	-1	-3	-6
O=C(O)c1ccc(/C=N/NC(=S)NC2CCCCC2)cc1	-4	4	-30	0	-5	-29	-21	-2.0	10	3	6
Cc1ccc(OC(=O)c2ccccc2P(=O)(O)O)cc1	-7	-5	2	-13	-8	12	0	-0.4	5	2	-14
O=C(CCC(=O)Nc1ccc(Br)cc1)N/N=C/c1ccc(F)cc1	-3	-3	-9	-3	9	6	9	0.5	3	-7	5
CCOc1ccc(C(=O)COC(=O)CN2C(=O)NC3(CCCCC3C)C2=O)cc1 (configuration not stated)	1	6	3	-13	9	3	4	-0.2	6	4	2
COc1ccc(CN2CCN(Cc3ccccc3F)CC2)c(OC)c1	1	-2	2	11	-16	13	8	-2.6	1	-7	-6
Cc1nn(-c2ccccc2)c(C)c1/C=N/NC(=O)CSc1nnc(SCc2ccccc2Cl)s1	1	15	-34	-67	-59	2	-9	2.4	3	-14	-6
CCOC(=O)N1CCN(C(=O)c2ccc(S(=O)(=O)c3ccc(C)cc3)c(NC(C)=O)c2)CC1	2	3	-11	7	15	3	2	0.4	1	-2	-16
COc1ccccc1NC(=S)NC(=O)C1CC1	-6	2	-28	-20	0	25	-9	1.2	25	7	3
Cc1cc(C(=O)Cn2cnc3ccc(Cl)cc3c2=O)c(C)n1C1CC1	3	-3	-5	1	9	15	1	-0.6	0	1	-13
COc1ccc(N2CCN(S(=O)(=O)c3cccc(C(F)(F)F)c3)CC2)cc1	0	-5	-5	8	3	5	-10	1.4	5	2	2
COc1ccc(NC(=O)NCCCCc2ccccc2)c(OC)c1	2	1	-19	-39	0	0	-5	-2.4	-2	0	12
Cc1c(NS(=O)(=O)c2cccc([N+](=O)[O-])c2)c(=O)n(-c2ccccc2)n1C	-8	6	0	2	-8	4	2	0.6	7	1	-4
COc1ccc2oc(C(=O)OCC(=O)NC3(C#N)CCCC3)c(C)c2c1	5	5	-3	-3	1	-8	-23	-2.5	2	2	-13
Cc1ccc(NCc2ccccc2O)cc1	-4	-1	-15	-12	-26	-21	-18	-3.3	10	-4	2
CC(NC(=O)c1ccccc1Br)c1nnc(SCC(=O)NC2CCCCC2)n1C (configuration not stated)	-4	-3	-3	-2	-5	3	15	0.4	1	-4	11
CCCC(=O)N1CCC1(C)C(=O)NS(=O)(=O)c1ccc(C#N)cc1 (configuration not stated)	10	.	-25	-49	4	5	2	-1.3	4	.	5
COC(=O)c1cc(OC)c(OC)cc1NC(=O)c1ccc(C)o1	-2	-8	.	-2	28	5	.	-1.3	-1	4	-6
COc1ccc(N2CCN(C(C)C(=O)N(C)Cc3ccccc3)CC2)cc1 (configuration not stated)	-6	4	4	-3	-2	10	25	0.1	2	7	-5
COc1ccc(C(=O)NNC(=O)c2ccncc2)cc1	11	-3	10	19	8	21	-13	2.7	1	-11	-7
COc1ccc(C2=NN(C(=O)CSc3nnc(C)c(=O)n3N)C(c3ccco3)C2)cc1 (configuration not stated)	5	7	-23	-31	-20	-23	-4	-0.6	7	-8	-21
COc1ccc(C(=O)NCc2nnc(SCC(=O)N3CCc4ccccc43)n2CCc2ccccc2)cc1	-1	-8	-9	-12	-3	11	2	-1.6	19	5	-6

Compounds above with fluorine:
SMILES	ABHD5-PLIN5 inh	TLR9-MyD88 block	NCOA2 inhibitor	SRC1 inh	NCOA3 inh	LRH-1 inv ag	COUP-TFII inh	MC4R ag barr	MC4R antagonist	LMP1 NFkB inh	NOD2 RIPK2 PPI
O=C(Cc1ccc([N+](=O)[O-])cc1)OCc1c(F)cccc1Cl	4	3	-40	6	3	8	-5	-1.1	-8	2	-14
Cc1ccc(F)c(NC(=O)CCOc2ccccc2C)c1	7	-4	2	-27	-11	-7	8	-0.9	1	9	-10
O=C(NC(Nc1nc2ccc([N+](=O)[O-])cc2s1)(C(F)(F)F)C(F)(F)F)c1ccccc1	7	-1	-11	68*	77*	98*	74*	0.3	10	57*	16
CCOC(=O)CNc1ncc(C(F)(F)F)cc1Cl	-3	5	-21	-15	-17	-42	7	-2.5	17	-7	14
O=C(NCc1ccccc1C(F)(F)F)C1CCC(=O)N(C2CC2)C1 (configuration not stated)	3	-3	9	4	-6	12	-5	-2.1	3	-2	-9
Cc1cc(-c2nnc3n2N=C(c2ccc(F)cc2)CS3)n[nH]1	0	4	9	-8	3	11	-19	1.2	-5	9	5
OC(c1ccccc1)c1nc(-c2cccc(C(F)(F)F)c2)cs1 (configuration not stated)	-18	.	-38	-9	-42	-20	-9	9.5*	11	.	20
O=C1CC(c2ccccc2)Cc2nc3nc(C(F)(F)F)nn3cc21 (configuration not stated)	-8	12	10	0	-2	7	-11	-1.8	18	-16	-1
O=C(c1c(F)cccc1F)N(Cc1cccs1)C1CCCC1	5	-3	11	-4	3	1	8	-1.8	6	-2	5
O=c1ccc(-c2ccccc2)nn1Cc1ccc(F)cc1Cl	1	-1	6	16	10	14	6	5.2	5	-4	20
O=C(CCC(=O)Nc1ccc(Br)cc1)N/N=C/c1ccc(F)cc1	-3	-3	-9	-3	9	6	9	0.5	3	-7	5
COc1ccc(CN2CCN(Cc3ccccc3F)CC2)c(OC)c1	1	-2	2	11	-16	13	8	-2.6	1	-7	-6
COc1ccc(N2CCN(S(=O)(=O)c3cccc(C(F)(F)F)c3)CC2)cc1	0	-5	-5	8	3	5	-10	1.4	5	2	2
